Compound activity deposited in PubChem BioAssay by National Center for Advancing Translational Sciences (NCATS).
HttQ103 aggreg: reduces HttQ103-GFP aggregates in PC12 cells. PC12 HttQ103-GFP aggregates, Acumen cytometry, 40 h. Potency, µM (top dose mostly 46.1 µM), inactives show at the highest dose activity change, negative = inhibition, hits mostly inhibitors. 1.1% of 220,000 active. AID 1688; further: potency means the concentration at half of the fitted maximal effect; on the % scale 0 is the no-effect control and ±100 the full control effect; nearly all actives have a fitted effect of over 60% in size
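Steps: seed 1500 PC12 HTTQ103-GFP cells/well; add tebufenozide, 100 nM final; add compound titration; add ATPLite reagent; quantify GFP aggregates by laser scanning cytometry.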
CBFb-RUNX1 inh: CBF-beta/RUNX1 interaction disruption | AlphaScreen CBFb-His/RUNX1-biotin binding, biochemical | AID 1477 | Potency, µM (titrated, usually from 59.8 µM), without a hit: at the top dose activity, negative = inhibition, actives largely listed as inhibitors | Q01196+Q13951 | 230,000 tested, under 10 active; further: % of control where 0% means no effect
Target sequence (Q01196 whole entry, looked up): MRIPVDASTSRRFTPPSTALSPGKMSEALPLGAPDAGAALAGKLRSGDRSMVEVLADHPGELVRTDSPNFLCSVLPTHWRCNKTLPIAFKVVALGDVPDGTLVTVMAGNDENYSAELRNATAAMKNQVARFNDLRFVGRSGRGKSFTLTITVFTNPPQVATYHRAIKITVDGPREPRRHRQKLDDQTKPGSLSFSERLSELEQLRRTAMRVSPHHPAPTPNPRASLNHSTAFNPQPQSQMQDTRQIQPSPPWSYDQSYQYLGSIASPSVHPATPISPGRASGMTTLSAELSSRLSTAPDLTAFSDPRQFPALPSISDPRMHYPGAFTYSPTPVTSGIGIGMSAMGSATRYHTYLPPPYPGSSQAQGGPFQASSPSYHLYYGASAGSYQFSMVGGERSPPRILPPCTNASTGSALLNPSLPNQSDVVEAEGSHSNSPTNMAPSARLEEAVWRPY
Target sequence (Q13951 whole entry, looked up): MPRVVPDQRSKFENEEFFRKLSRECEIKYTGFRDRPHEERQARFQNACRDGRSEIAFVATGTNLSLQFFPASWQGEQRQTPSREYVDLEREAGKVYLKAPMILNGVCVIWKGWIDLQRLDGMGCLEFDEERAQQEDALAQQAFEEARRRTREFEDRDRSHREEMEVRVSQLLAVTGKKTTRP
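Read-out: AlphaScreen. Format: His-CBF-beta with biotinylated RUNX1 (30 nM each) preincubated 20 min, compound 15 min, Ni-chelate plus streptavidin beads 90 min; room temperature throughout.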
Lamin A splicing: modulators of lamin A splicing. HeLa LMNA splicing GFP/RFP minigene ratio, 48 h. Potency, µM (top dose mostly 46.1 µM), for inactives: at the highest dose ratio change, negative = inhibition, usual class: inhibitors. 0.01% of 200,000 active; active means well fitted inhibition curve with a large enough effect in the signal ratio, with a control signal flat, not every such curve was filed as active; inconclusive means small, poorly fitted or top-dose-only effect, or effect the other way, or a change in a side signal; the % refers to the signal ratio; further: potency means the concentration at half of the fitted maximal effect; on the % scale 0 is the no-effect control and ±100 the full control effect
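S3 HeLa cells stably expressing lamin A-EGFP splicing minigene plus DsRed2, 600 cells/well, 48 h compound exposure at 37C. Laser-scanning cytometry; analysed as GFP (500-530 nm)/RFP (575-640 nm) total intensity ratio; 0.5% DMSO vehicle.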
IMPase Li inh: IMPase inhibition in cells with lithium potentiation; Potency, µM (doses to about 59.4 µM), without a hit: at the highest dose activity, negative = IMPase inhibition, hits mostly inhibitors; 0.35% of 210,000 active; CHO-M1 cells, IP1 TR-FRET (IP-One), carbachol + lithium;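 further: IP1 builds up when IMPase is blocked and the TR-FRET signal falls; potency means the concentration at half of the fitted maximal effect; plate controls were basal vehicle for no effect and high inhibitor control for full effect; nearly all actives have a fitted effect of over 50% in size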
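Test compounds were applied to CHO-M1 cells previously cultured for 16–30 h at 2000 per well. A small lithium amount accompanied them; after 30 min at 37C, IP1 was quantified by TR-FRET.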
HTT ATP protect: cytoprotection in Huntington HTT-Q103 PC12 cell model. PC12 HTT-Q103 induced, cytoprotection, ATP luminescence, 40 h. Potency, µM (titrated, usually from 56.4 µM), for inactives: cytoprotection (ATP increase), actives largely listed as activators. 0.14% of 230,000 active. AID 1471;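 further: potency means the concentration at half of the fitted maximal effect; % of control where 0% means no effect; nearly all actives have a fitted effect of over 45% in size; toxic huntingtin expression switched on by the ecdysone agonist tebufenozide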
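Readout: ATPlite luminescence (ATP level). Model: stable PC12, inducible Htt exon1 Q103-GFP. Inducer: tebufenozide, 100 nM final. Compounds: dose series. No G418 in medium.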
Luc counter: blocks Kinase-Glo luciferase, a counter-screen artifact | 0.28% of 200,000 active | Potency, µM (titrated, usually from 38.3 µM), for the others: at the highest dose activity change, negative = inhibition, most hits filed as inhibitors | Kinase-Glo luciferase, ATP luminescence, 8 min; further: potency means the concentration at half of the fitted maximal effect; on the % scale 0 is the no-effect control and ±100 the full control effect; nearly all actives have a fitted effect of over 60% in size
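Recombinant Kinase-Glo luciferase, 10 uM ATP (linear range), luciferin; imidazole pH 7.2 / KCl / MgCl2 / Tween / BSA buffer; 8 min RT; luminescence.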
SMN2 splice up: increases expression of the SMN2 splice variant; Potency, µM (doses to about 46.1 µM), for the others: at the highest dose activity change, positive = activation, most hits filed as activators; AID 1458; HEK293 SMN2-luciferase splicing reporter, luminescence, 30-36 h; 2.8% of 210,000 active; further: potency means the concentration at half of the fitted maximal effect; % of control where 0% means no effect; nearly all actives have a fitted effect of over 55% in size
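HEK293 cells carry an SMN2 minigene-luciferase reporter in which exon 7 inclusion puts luciferase in frame. Cells were seeded at 2000 cells/well, attached for 10-12 hours, then exposed to compounds for 30-36 hours at 37C before ONE-Glo luminescence.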
Numbers without * were called inactive; [ ] = dose if it differs, or a comment. Unless noted, the call rests on the fitted dose curve; in most records, active means well fitted curve in the direction sought with a large enough effect; inconclusive means small, poorly fitted or top-dose-only effect, or another doubt; inactive means no such curve, though single readings can be large; an effect the other way counts as inactive or inconclusive.

Cc1cc(C)nc(SCc2nnc(SCc3ccc([N+](=O)[O-])cc3)n2Cc2ccco2)n1 was read as HttQ103 aggreg 23.6%, CBFb-RUNX1 inh -9.9%, Lamin A splicing inconclusive, IMPase Li inh -2.6%, HTT ATP protect 18.8%[10 µM], Luc counter 2.4% and SMN2 splice up -19.5%.
O=S(=O)(c1ccccc1)N1CCC[C@@]2(CCN(c3cccc(-c4ccccc4)c3)C2)C1 was read as IMPase Li inh 2.7%, HTT ATP protect inconclusive, Luc counter -0.3% and SMN2 splice up -7.8%.
O=C(CCN1CCC(c2ccccc2)C1)c1cccs1 (centres undefined) was read as HttQ103 aggreg 32.1%, CBFb-RUNX1 inh -2.0%, Lamin A splicing inconclusive, IMPase Li inh 30.8%[activator][38.3 µM], HTT ATP protect 9.7%, Luc counter -0.4% and SMN2 splice up -17.2%.
Screening Cc1cc2c(N=O)c(NO)ccc2[nH]1 returned HttQ103 aggreg inconclusive, CBFb-RUNX1 inh -15.4%, Lamin A splicing inconclusive, IMPase Li inh 53.8%[activator][38.3 µM], HTT ATP protect -65.3%[inhibitor][10 µM], Luc counter 0.9% and SMN2 splice up -103.2%[inhibitor].
Screening CCOc1ccc(NC(=O)C2C3CC/C=C\CCC32)cc1 (centres undefined) returned HttQ103 aggreg 17.3%[9.22 µM], CBFb-RUNX1 inh 19.9% and HTT ATP protect -2.1%[10 µM].
CC(=O)N1[C@@H]2CC3C4CC=C5C[C@@H](O)CC[C@]5(C)C4CC[C@]3(C)[C@@]21C(C)=O (some centres undefined) was read as HttQ103 aggreg -0.7%, CBFb-RUNX1 inh -6.8%, Lamin A splicing 5.9%, IMPase Li inh 12.2%, Luc counter 3.0% and SMN2 splice up -17.9%.
OC1CN=C2Sc3ccccc3N2C1 (centres undefined) was read as HttQ103 aggreg 6.2%, CBFb-RUNX1 inh 1.2%, Lamin A splicing 11.1%, IMPase Li inh 12.3%[38.3 µM], HTT ATP protect 18.9%[1.9 µM], Luc counter 0.7% and SMN2 splice up -5.7%.
For Cc1cc2oc(C(=O)NCCc3ccc(S(N)(=O)=O)cc3)c(C)c2cc1C the results were HttQ103 aggreg 16.3%, CBFb-RUNX1 inh -16.0%, IMPase Li inh 15.3%, Luc counter -1.9% and SMN2 splice up 8.4%.
Screening CCn1c(=O)cc(SCC(=O)NCc2ccc3c(c2)OCO3)c2ccccc21 returned HttQ103 aggreg 16.7%, CBFb-RUNX1 inh 5.5%, Lamin A splicing -8.0%, IMPase Li inh 4.5%[38.3 µM], HTT ATP protect -24.9%, Luc counter -3.5% and SMN2 splice up -5.1%.
`Cc1csc(NC(=O)CSc2ncc(-c3ccccc3)[nH]2)n1` gave HttQ103 aggreg -10.0%, CBFb-RUNX1 inh -14.6%, Lamin A splicing 7.7%, IMPase Li inh -1.9%, HTT ATP protect 28.3%[10 µM], Luc counter -3.7% and SMN2 splice up 6.0%.
Cn1nnnc1SCC(=O)NNC(=O)c1ccc(Br)cc1 was read as HttQ103 aggreg -2.5%, CBFb-RUNX1 inh -6.9%, Lamin A splicing -12.2%[46 µM], IMPase Li inh 2.7%, HTT ATP protect -17.0%, Luc counter -2.2% and SMN2 splice up 6.9%.
`CC(C)=C1C(=O)NN(c2ccc(C)c(Cl)c2)C1=O` gave HttQ103 aggreg 12.4%, CBFb-RUNX1 inh inconclusive, Lamin A splicing -3.1%, IMPase Li inh 2.3%, HTT ATP protect 29.1%[10 µM], Luc counter 0.2% and SMN2 splice up -2.8%.
Screening O=C(NNc1nc2ccccc2s1)Nc1ccc(Cl)c(Cl)c1 returned HttQ103 aggreg 17.9%[9.22 µM], CBFb-RUNX1 inh 14.0% and HTT ATP protect -19.3%[10 µM].
Screening Cc1ccccc1-n1c(SCc2ccccn2)nc2n[nH]c(C)c2c1=N returned HttQ103 aggreg inconclusive, CBFb-RUNX1 inh -20.9%, Lamin A splicing -13.1%, IMPase Li inh 26.6%[38.3 µM], HTT ATP protect -69.6%[inhibitor], Luc counter -0.1% and SMN2 splice up -28.9%.
Screening CS(=O)(=O)c1ccc2nc(NC(=O)Oc3ccccc3)sc2c1 returned HttQ103 aggreg 3.7%, CBFb-RUNX1 inh 2.0%, Lamin A splicing -3.4%, IMPase Li inh inconclusive, HTT ATP protect -12.6%, Luc counter -6.2% and SMN2 splice up 9.1%.
CCOC(=O)N1CCN(S(=O)(=O)c2ccc3[nH]cc(C(=O)O)c(=O)c3c2)CC1 was read as HttQ103 aggreg -2.2%, CBFb-RUNX1 inh 0.7%, Lamin A splicing 4.1%, IMPase Li inh -10.0%[38.3 µM], HTT ATP protect 3.6%, Luc counter -3.9% and SMN2 splice up -6.5%.
For O=C(Cc1cc(=O)[nH]c(=O)[nH]1)NCC1CCCO1 (centres undefined) the results were HttQ103 aggreg 2.5%, CBFb-RUNX1 inh 1.0%, Lamin A splicing 2.3%, IMPase Li inh -1.9%[38.3 µM], HTT ATP protect 0.1%, Luc counter 1.7% and SMN2 splice up -8.3%.
`CC(C)NCCOc1cccc(Br)c1` gave HttQ103 aggreg -0.7%, CBFb-RUNX1 inh -5.1%, Lamin A splicing 8.2%, IMPase Li inh 22.6%[38.3 µM], HTT ATP protect -2.6%, Luc counter -0.6% and SMN2 splice up 0.2%.
Screening O=C(c1ccc2nc(-c3ccco3)c(-c3ccco3)nc2c1)N1CCN(c2ncccn2)CC1 returned HttQ103 aggreg 1.0%, CBFb-RUNX1 inh inconclusive, Lamin A splicing 17.0%, IMPase Li inh -8.2%[38.3 µM], HTT ATP protect -39.1%[inhibitor], Luc counter -0.7% and SMN2 splice up -21.2%.
COCCCN1C(=O)c2[nH]nc(-c3cc(C)cc(C)c3O)c2C1c1ccc(O)c(OC)c1 (centres undefined) was read as HttQ103 aggreg 22.0%, CBFb-RUNX1 inh 11.4%, Lamin A splicing -10.0% and HTT ATP protect -13.2%[0.074 µM].

Overlap with the part before: three entries; new compounds follow.
`CC(C)NCCOc1cccc(Br)c1` gave HttQ103 aggreg -0.7%, CBFb-RUNX1 inh -5.1%, Lamin A splicing 8.2%, IMPase Li inh 22.6%[38.3 µM], HTT ATP protect -2.6%, Luc counter -0.6% and SMN2 splice up 0.2%.
Screening O=C(c1ccc2nc(-c3ccco3)c(-c3ccco3)nc2c1)N1CCN(c2ncccn2)CC1 returned HttQ103 aggreg 1.0%, CBFb-RUNX1 inh inconclusive, Lamin A splicing 17.0%, IMPase Li inh -8.2%[38.3 µM], HTT ATP protect -39.1%[inhibitor], Luc counter -0.7% and SMN2 splice up -21.2%.
COCCCN1C(=O)c2[nH]nc(-c3cc(C)cc(C)c3O)c2C1c1ccc(O)c(OC)c1 (centres undefined) was read as HttQ103 aggreg 22.0%, CBFb-RUNX1 inh 11.4%, Lamin A splicing -10.0% and HTT ATP protect -13.2%[0.074 µM].
For CCc1cccc(CN2CCC(CNC(=O)Nc3ccc(Cl)cc3)CC2)c1 the results were HttQ103 aggreg 23.3%, CBFb-RUNX1 inh -3.9%, IMPase Li inh 8.7%, HTT ATP protect -41.6%[inhibitor], Luc counter -1.3% and SMN2 splice up -29.5%.
Screening O=C(O)CC12CC3CC(C1)CC(n1ncc(NCc4ccc5c(c4)OCO5)c(Cl)c1=O)(C3)C2 returned HttQ103 aggreg 1.2%, CBFb-RUNX1 inh -3.8%, IMPase Li inh -4.4%, HTT ATP protect -12.1%, Luc counter -0.7% and SMN2 splice up -14.1%.
CCOc1ccc(CCN2C(=O)C3C4C=CC(C4)C3C2=O)cc1OCC (centres undefined) was read as HttQ103 aggreg 11.0%, CBFb-RUNX1 inh -1.4%, Lamin A splicing -6.4%, IMPase Li inh 31.5%[activator][38.3 µM], HTT ATP protect -8.9%[10 µM], Luc counter 2.3% and SMN2 splice up -42.0%[inhibitor].
For CCOc1cccc(OCCCCn2cnc3ccccc3c2=O)c1 the results were HttQ103 aggreg -15.3%, CBFb-RUNX1 inh 6.8%, IMPase Li inh 1.0%, HTT ATP protect -43.0%[inhibitor], Luc counter -2.3% and SMN2 splice up -5.7%.
CS(=O)c1ccccc1-c1nc(-c2cc(C(F)(F)F)cc(C(F)(F)F)c2)no1 (centres undefined) was read as HttQ103 aggreg -8.7%, CBFb-RUNX1 inh 4.7%, Lamin A splicing 15.5%, IMPase Li inh 28.8%[38.3 µM], HTT ATP protect 15.3%, Luc counter 0.6% and SMN2 splice up -33.0%[inhibitor].
`O=C(C[n+]1cc(-c2ccc(Br)cc2)n2c1CCCCC2)c1ccccc1` gave HttQ103 aggreg inconclusive, CBFb-RUNX1 inh 6.3%, Lamin A splicing inconclusive, IMPase Li inh 33.8%[activator], HTT ATP protect -12.5%[10 µM], Luc counter 1.0% and SMN2 splice up 6.5%.
`CCOC(=O)C1CCN(C(=O)c2cc(C(C)(C)C)nn2Cc2ccccc2)CC1` gave HttQ103 aggreg 14.5%[9.22 µM], CBFb-RUNX1 inh 4.7% and HTT ATP protect 15.0%[10 µM].
For Cc1ccc(C)c(OCc2nnc(NC(=O)c3ccc4c(c3)OCO4)s2)c1 the results were HttQ103 aggreg -3.1%[9.22 µM], CBFb-RUNX1 inh 12.6% and HTT ATP protect 7.9%[10 µM].
Screening O=C(Nc1ccc2c(c1)OCCO2)C1CCCN(S(=O)(=O)c2cccc3nsnc23)C1 (centres undefined) returned HttQ103 aggreg 2.2%[9.22 µM], CBFb-RUNX1 inh -4.0%, Lamin A splicing inconclusive, IMPase Li inh 60.9%[activator][38.3 µM], HTT ATP protect -16.7%, Luc counter 3.9% and SMN2 splice up -7.4%.
`Cc1ccc(S(=O)(=O)N2CCCCC2)cc1NS(=O)(=O)c1cccc(C(=O)O)c1` gave HttQ103 aggreg 5.0%, CBFb-RUNX1 inh 3.1%, Lamin A splicing 3.0%, IMPase Li inh -2.5%, Luc counter 2.8% and SMN2 splice up 5.8%.
For C=CCN1C(=O)/C(=C2/Sc3ccc(OC)cc3N2C)SC1=NCc1ccccc1 the results were HttQ103 aggreg 16.6%, CBFb-RUNX1 inh -14.9%, IMPase Li inh 2µM* and HTT ATP protect -27.1%.
`NC(=O)SCC(=O)Nc1ccc(Cl)cc1` gave HttQ103 aggreg 16.8%, CBFb-RUNX1 inh 1.4%, Lamin A splicing 0.6%, IMPase Li inh -9.4%[38.3 µM], HTT ATP protect -6.9%, Luc counter -7.1% and SMN2 splice up 6.0%.
